Screening results: PubChem BioAssay, Sanford-Burnham Center for Chemical Genomics
NR3A LBD binder: modulates the human NR3A ligand-binding domain. NR3A LBD differential scanning fluorimetry, Tm shift; 0% = protein alone, 100% = glycine-bound protein. 340,000 tested, 2.5% active. Tm shift relative to glycine control, % at 25 µM. AID 1259313;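 active = melting temperature shift of at least 10% of the positive control shift, at one fixed dose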
ATG4B inhibitor: blocks human ATG4B protease cleavage of LC3 substrate | AID 504462 | ATG4B cleavage of LC3-PLA2, NBD-HPC fluorescence, 1 h | Q9Y4P1 | inhibition, % at 8.33 µM | 340,000 tested, 0.51% active; in the data active = inhibition above about 40%
SENP8 block: inhibitors of human SENP8 protease | recombinant SENP8, Nedd8 substrate fluorescence | inhibition, % at 20 µM | 360,000 tested, 0.64% active | Q96LD8; in the data active = inhibition mostly above about 40%, no sharp cut-off; inactive = mostly below about 27%
PfGluPho inh: PfG6PD (Plasmodium falciparum) enzyme inhibition. PfGluPho enzyme, NADPH resazurin-diaphorase fluorescence. inhibition, % at 20 µM. 350,000 tested, 0.78% active;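 active = inhibition reaching at least a set limit at 20 µM in the primary screen, cut at about 59% in these data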;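 also: 0% = DMSO wells with substrate and 100% = DMSO wells lacking glucose-6-phosphate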
SENP6 inh: inhibitors of human SENP6 protease. 330,000 tested, 1.8% active. Q9GZR1. AID 2599. Recombinant SENP6 catalytic domain, aminoluciferin luminescence. inhibition, % at 10 µM;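 active = inhibition above about 50% at the single tested dose, limit read from the data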;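 also: plate controls were DMSO wells with enzyme for no effect and DMSO wells lacking enzyme for full effect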
SENP7 block: blocks the human protease SENP7; inhibition, % at 5 µM; 330,000 tested, 1.5% active; recombinant SENP7, Z-RLRGG-aminoluciferin luminescence, 40 min;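 active = inhibition above about 50% at the single test dose, limit read from the data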;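 also: plate controls were DMSO with enzyme for no effect and no enzyme buffer wells for full effect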
MPTP inh: blocks calcium-induced mitochondrial swelling | 360,000 tested, 1.4% active | isolated mouse mitochondria, Ca2+ swelling absorbance, 30 min | AID 602449 | inhibition, % at 10 µM;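 active = inhibition of 50% or more, scaled per plate between neutral and stimulator controls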;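 also: 0% = DMSO wells given calcium and 100% = 1 mM EGTA wells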
HKDC1 inh: blocks human hexokinase HKDC1 activity; Q2TB90; recombinant HKDC1, G6PDH/diaphorase resazurin coupled fluorescence; inhibition, % at 20 µM; 340,000 tested, 0.16% active; AID 493160;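 active = inhibition above about 35% when tested at 20 µM, limit read from the data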;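 also: plate controls were DMSO wells with enzyme for no effect and DMSO wells lacking enzyme for full effect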
Target sequence (Q2TB90 whole entry, looked up): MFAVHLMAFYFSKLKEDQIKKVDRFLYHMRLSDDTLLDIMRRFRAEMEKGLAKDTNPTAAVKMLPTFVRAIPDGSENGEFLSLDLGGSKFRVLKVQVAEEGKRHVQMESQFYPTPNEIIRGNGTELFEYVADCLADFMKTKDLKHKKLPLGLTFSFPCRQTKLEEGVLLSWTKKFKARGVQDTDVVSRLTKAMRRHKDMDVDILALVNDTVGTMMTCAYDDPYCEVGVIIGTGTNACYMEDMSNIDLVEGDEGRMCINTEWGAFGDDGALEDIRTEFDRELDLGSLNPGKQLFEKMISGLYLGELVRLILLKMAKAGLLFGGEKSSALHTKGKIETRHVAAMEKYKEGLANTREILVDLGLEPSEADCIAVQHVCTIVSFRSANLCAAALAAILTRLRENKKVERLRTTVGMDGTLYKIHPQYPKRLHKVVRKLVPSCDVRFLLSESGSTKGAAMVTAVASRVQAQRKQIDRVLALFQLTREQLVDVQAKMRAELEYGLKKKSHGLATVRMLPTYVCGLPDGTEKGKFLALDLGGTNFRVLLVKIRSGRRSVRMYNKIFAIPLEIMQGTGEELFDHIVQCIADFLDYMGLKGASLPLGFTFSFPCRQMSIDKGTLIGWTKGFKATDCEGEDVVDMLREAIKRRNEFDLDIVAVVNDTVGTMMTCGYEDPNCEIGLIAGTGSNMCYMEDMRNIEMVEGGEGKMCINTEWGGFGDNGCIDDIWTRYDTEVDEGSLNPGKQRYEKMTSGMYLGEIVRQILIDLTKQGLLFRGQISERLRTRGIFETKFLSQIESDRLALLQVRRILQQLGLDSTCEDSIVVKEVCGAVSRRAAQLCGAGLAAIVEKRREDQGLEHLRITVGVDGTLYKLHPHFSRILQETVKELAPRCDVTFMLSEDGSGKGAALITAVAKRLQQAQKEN
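System: Recombinant HKDC1 hexokinase | Amount: HKDC1 at 5 µg/mL | Reagent: Glucose with 1 mM ATP | Doses: Single 20 µM dose | Incubation: Reaction time 90 min, room temperature, protected from light | Signal: Coupled resazurin fluorescence, excitation 525 nm, emission 613 nm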
* hit, by the source's call; x = not tested or not shown; & = joins results of further samples.

SMILES | NR3A LBD binder | ATG4B inhibitor | SENP8 block | PfGluPho inh | SENP6 inh | SENP7 block | MPTP inh | HKDC1 inh
O=C(OCn1nnc2ccccc2c1=O)c1ccco1 | -2 | 1 | 6 | -7 | -10 | 14 | -1.6 | -8
O=C(NCCc1ccccc1)c1cccc(S(=O)(=O)N2CCCCC2)c1 | 0 | -8 | -2 | 1 | 0 | -6 | -0.2 | 1
CCCNC(=O)c1ccc(COc2ccc(Cl)cc2)o1 | 1 | -11 | 10 | 6 | 0 | -11 | -0.7 | 3
NC(=O)CCN1CCN(S(=O)(=O)/C=C/c2ccccc2)CC1 | -1 | 2 | 7 | -9 | 5 | 2 | 1.1 | -6
NC(=O)NCC(c1ccccc1)C1CCCCC1 (stereo unspecified) | -3 | 4 | 6 | 5 | -9 | 0 | 0.1 | 3
Cc1c(OCC(=O)C(C)(C)C)ccc2c(-c3ccccc3)cc(=O)oc12 | 1 | -6 | -57 | -1 | 4 | 7 | -1.6 | 3
Nc1ccc(S(=O)(=O)O)cn1 | 1&1&0 | -12&-5&2 | 12&16&-1 | 6&0&-23 | -14&0&1 | 6&10&4 | 1.3&-0.1&-0.1 | -9&-6&-3
CC1CCCCN1C(=O)c1c(Cl)cnn1C (stereo unspecified) | 1 | -14 | 11 | 3 | -7 | 0 | -1.7 | -6
O=C(Nc1c(C(=O)Nc2ccccc2)cnn1-c1ccccc1)c1ccco1 | 2 | -3 | 12 | -11 | -20 | -5 | 0.0 | -12
C/C(=N\Nc1nc(-c2ccccc2O)nc2ccccc12)c1ccccc1 | 13* | 3 | 18 | -3 | -31 | -2 | 3.0 | -10
CCN(C(=O)CSc1nc2ccccc2c(=O)n1CCOC)C1CCS(=O)(=O)C1 (stereo unspecified) | 0 | -2 | 8 | -3 | -18 | -9 | -0.3 | -4
CC(=O)Nc1ccc(S(=O)(=O)NCc2ccc3[nH]c(C)cc3c2)cc1 | -5 | -12 | -18 | 5 | -12 | 1 | -0.1 | 2
CN(C)c1nc(N)c2nccnc2n1 | 0 | 5 | -14 | 2 | x | x | 1.5 | -6
Nc1ccccc1O | 0 | -8 | 58* | 30 | 13 | 9 | -0.7 | 9
CCn1cc(C(=O)NCc2ccccc2OC)c(=O)c2cc(S(=O)(=O)N(C)C)ccc21 | 4 | -3 | -3 | -13 | 10 | -5 | 0.4 | 5
CSCC[C@H](NS(=O)(=O)c1ccc(C)cc1)C(=O)N1CCC(C(=O)N[C@H](C(=O)O)c2ccccc2)CC1 | 1 | -6 | 0 | -13 | -10 | -7 | 0.4 | -5
O=C(Nc1nncs1)c1ccc2c(c1)OCO2 | -5 | -10 | 2 | 5 | -16 | 8 | -2.5 | -5
O=C(CC1OC(=O)c2ccccc21)c1ccco1 (stereo unspecified) | 1 | -14 | 8 | -8 | -10 | -1 | 0.2 | 1
O=C(O)C1CCN(C(=O)c2ccccc2Cl)CC1 | -2 | 2 | 8 | -12 | 8 | -2 | -1.6 | -13
COc1ccc(/C=N/NC(=O)CSc2ccccn2)cc1OC | -2 | -4 | 1 | -12 | 1 | 4 | 1.6 | 0
O=C(COCc1cc(-c2ccc3c(c2)OCO3)on1)N1CCN(c2ccccc2)CC1 | 3 | -24 | 0 | -1 | -2 | -2 | -0.7 | -3
Cc1ccc2nc(N/C(=N/S(=O)(=O)c3ccc(F)cc3F)c3ccccc3)sc2c1 | 1 | 35 | -12 | -16 | -2 | 0 | 50* | 2
C/C(CC(=O)Nc1cc(C)ccn1)=N\NC(=O)C(=O)Nc1cccc(C)c1 | -11 | -3 | 0 | -24 | -7 | 7 | 3.8 | -2
O=C(O)c1ccc(-n2c(/C=C/c3cccc([N+](=O)[O-])c3)nc3ccccc3c2=O)cc1 | 0 | 10 | -7 | -11 | -20 | -3 | 1.1 | 4
COc1ccc(-c2nc(CS(=O)CC(=O)NCCCN3CCCC3)c(C)o2)cc1OC (stereo unspecified) | -1 | 5 | 9 | -6 | -1 | 6 | 2.4 | -5
Cc1ccc(OCC(=O)NCCCNC(=O)c2ccncc2)cc1 | -1 | 2 | 10 | 1 | -12 | 9 | 2.4 | -4
CCC(C)/C(C)=N/NC(=O)c1ccc(COc2ccc(Cl)c(C)c2)cc1 (stereo unspecified) | 0 | 12 | 14 | -5 | x | x | 47 | 9
O=C(NCC1CCCO1)c1nn2c(C(F)(F)F)cc(-c3cccs3)nc2c1Br (stereo unspecified) | -1 | 5 | -94 | 1 | 22 | 5 | -1.7 | -7
CCN(C(=S)NC(=O)c1ccccc1Br)C1CCCCC1 | -3 | 1 | 14 | -5 | -13 | 9 | -1.2 | -12
COc1ccc(Cl)cc1C(=O)Nc1nc(C)cc(C)n1 | -2 | -3 | 2 | 11 | 7 | -9 | -0.9 | -1
Cc1ccccc1-n1nc(C(=O)c2cccs2)cc(-c2nc3ccccc3[nH]2)c1=N | 1 | -6 | -20 | 14 | -12 | -3 | 91* | -3
Clc1ccc2nc(C3CCN(Cc4ccccc4)CC3)[nH]c2c1 | -5 | 13 | -32 | 2 | -10 | 5 | -0.9 | -1
CSc1cccc(NC(=S)N(Cc2ccccc2)Cc2ccccn2)c1 | -4 | 1 | 10 | 8 | 3 | -2 | 4.3 | 3
COc1cc(C)c(Cl)cc1S(=O)(=O)NCCCN1CCOCC1 | 1 | -9 | 5 | -10 | -6 | -5 | -0.9 | 12
S=c1[nH]nc(-c2cc3ccccc3o2)n1Cc1ccccc1 | 2 | -6 | -475 | 35 | 12 | -2 | 2.6 | -1
Cn1cnc2c1c(=O)n(Cc1c(Cl)cccc1Cl)c(=O)n2C | 1 | 2 | 18 | -10 | -4 | 11 | -0.4 | -9
COc1cc(NS(=O)(=O)c2ccc(NC(=O)c3ccc(C)o3)cc2)nc(OC)n1 | 0 | -4 | -2 | 3 | -5 | 5 | -0.4 | -7
C=CCn1c(SCC(=O)NC(=O)NCC(C)C)nnc1C1CCCCC1 | -2 | -2 | 22 | -5 | 10 | -7 | -1.1 | -2
Cc1nc(NC(=O)COC(=O)C2CC2C)c(Cl)cc1Cl (stereo unspecified) | 0 | -1 | -13 | 2 | -15 | -6 | 0.6 | 11
Cc1ccccc1OCC(=O)OCC(=O)Nc1cc(S(C)(=O)=O)ccc1Cl | 1 | -7 | -6 | -8 | -3 | 4 | 0.6 | -2
O=C(CN1CCN(c2ncc(C(F)(F)F)cc2Cl)CC1)Nc1ccc2c(c1)OCO2 | 1 | -4 | 12 | 16 | -2 | 3 | 2.3 | -8
O=C(Nc1ccccc1F)C(c1ccccc1)c1ccccc1 | -2 | 6 | 22 | -9 | -10 | -5 | 4.1 | 0
COc1cccc(NC(=O)CNC(=O)c2cccs2)c1 | 0 | 3 | 15 | -9 | -6 | -7 | -0.3 | -7
CSCCC(NS(=O)(=O)c1cccs1)C(=O)NCc1ccccc1 (stereo unspecified) | -2 | -1 | 5 | 1 | -6 | 12 | 1.5 | -9
Cc1ccc(N(C(=O)c2csnn2)C(C(=O)NCc2ccccc2)c2ccccn2)cc1 (stereo unspecified) | 1 | -3 | 7 | -6 | -6 | -3 | 0.1 | 0
N#C/C(=C\c1cn[nH]c1-c1ccc(Cl)cc1)C(=O)NCc1ccccc1 | -1 | -6 | 28 | -1 | 11 | 5 | 1.7 | 0
Cn1ncc(Br)c1C(=O)OCC(=O)Nc1nc(-c2ccccc2)cs1 | 0 | 2 | 5 | -2 | 24 | 1 | 0.1 | -2
Cc1ccc(N2CCN(S(=O)(=O)c3ccc4oc(=O)ccc4c3)CC2)cc1Cl | 0 | -2 | 10 | -7 | 14 | 5 | 1.6 | -4

Entries of single compounds from above:
COc1cccc(NC(=O)CNC(=O)c2cccs2)c1 is entered as NR3A LBD binder: 0; ATG4B inhibitor: 3; SENP8 block: 15; PfGluPho inh: -9; SENP6 inh: -6; SENP7 block: -7; MPTP inh: -0.3; HKDC1 inh: -7
N#C/C(=C\c1cn[nH]c1-c1ccc(Cl)cc1)C(=O)NCc1ccccc1 is entered as NR3A LBD binder: -1; ATG4B inhibitor: -6; SENP8 block: 28; PfGluPho inh: -1; SENP6 inh: 11; SENP7 block: 5; MPTP inh: 1.7; HKDC1 inh: 0
CN(C)c1nc(N)c2nccnc2n1 is entered as NR3A LBD binder: 0; ATG4B inhibitor: 5; SENP8 block: -14; PfGluPho inh: 2; SENP6 inh: x; SENP7 block: x; MPTP inh: 1.5; HKDC1 inh: -6

The list continues.
SMILES | NR3A LBD binder | ATG4B inhibitor | SENP8 block | PfGluPho inh | SENP6 inh | SENP7 block | MPTP inh | HKDC1 inh
O=C(COC(=O)c1cc([N+](=O)[O-])ccc1N1CCOCC1)Nc1ccc(Cl)cc1 | -8 | -7 | 4 | 13 | -20 | 1 | 0.0 | 1
Cc1ccc2nc(SCCC#N)nc(C)c2c1 | -3 | 5 | 6 | -11 | -7 | 4 | -0.6 | 0
CC(C(=O)NCc1ccccc1)N1C(=O)c2ccccc2C1=O (stereo unspecified) | -1 | -1 | 6 | 7 | -9 | 12 | -0.2 | -7
COc1ccc2c(c1)Cc1sc(NC(=O)c3ccco3)nc1-2 | -27 | -12 | -14 | 13 | 92* | 95* | -0.7 | 4
O=C(CCN1C(=O)c2cccc3cccc(c23)C1=O)N1CCN(c2ccccc2F)CC1 | -1 | 2 | -33 | 13 | 2 | 2 | 2.5 | -6
CC(=O)OCC1OC(n2cc(F)c(=O)[nH]c2=O)C(OC(C)=O)C1OC(C)=O (stereo unspecified) | 2 | -6 | 2 | 1 | 0 | 3 | 0.5 | 5
CCC(CC)N1CCN(C(=O)c2cccc(Cl)c2)CC1 | -1 | 4 | 12 | -9 | 5 | 0 | 0.9 | -4
O=C(Nc1ccccc1Br)C1CCN(C(=O)Cc2ccccc2)CC1 | 3 | 3 | 10 | 9 | -8 | 7 | -0.2 | 16
O=C(O)/C=C/C(=O)Nc1c(F)cccc1F | 1 | 4 | 17 | 11 | 4 | 1 | -1.5 | -5
Cc1cc(NC(=S)N(Cc2cccc(Br)c2)CC2CCC(C(=O)O)CC2)ccc1Cl (stereo unspecified) | -2 | 3 | 6 | -19 | x | x | 0.9 | -4
COc1ccc(OC)c(NC(=O)COC(=O)CCCN2C(=O)c3ccccc3C2=O)c1 | 2 | -2 | 10 | -4 | 14 | 7 | -1.2 | -11
O=C(NC1CCCCCC1)C1CCCN(S(=O)(=O)c2cccs2)C1 (stereo unspecified) | 3 | -7 | 12 | 8 | 9 | -6 | -1.3 | 3
CCOc1ccc2nc(SCc3cccc(C)c3)nc(C)c2c1 | 15* | 7 | -405 | -2 | -2 | 4 | 42 | 11
O=C(/C=C/c1ccco1)N1CCN(S(=O)(=O)c2cccc([N+](=O)[O-])c2)CC1 | 0 | -4 | 6 | 7 | -6 | 11 | 2.0 | -5
CN(C)S(=O)(=O)c1ccc(C(=O)Nc2nnc(SCc3cccc(F)c3)s2)cc1 | 0 | -2 | -276 | -18 | -3 | 5 | 0.2 | -12
CC(=O)N(c1ccccc1)c1c(F)c(F)c(F)c(F)c1F | 1 | 0 | -2 | -16 | 5 | -2 | -0.4 | 0
CCOc1ccc(OCCC(=O)N(CC)CC(=O)Nc2c(F)cccc2F)cc1 | 2 | -4 | 4 | 13 | -18 | 0 | -0.5 | -3
O=S(=O)(c1ccccc1)[C@@]1(c2ccc(Br)cc2)C[C@@H]2ON=C(c3cccc(Br)c3)[C@@H]2C1 | -6 | -15 | 19 | 12 | -3 | -8 | 0.2 | -2
COc1cc2c(cc1OC)C(c1cc(Br)ccc1O)N(C(C)=O)CC2 (stereo unspecified) | 2 | -5 | 14 | -13 | -20 | -1 | -0.3 | -1
CC1=[N+]([O-])C(C)(C)N(O)C1(C)C | -1 | -6 | 17 | 3 | 7 | 5 | 0.4 | -3
